# MITF inh = blocks human microphthalmia-associated transcription factor; 0.91% of 650,000 active; AlphaScreen MITF homodimerization, bead proximity signal; inhibition, % at 2.6 µM; in the data active = inhibition above about 50%;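 note: 0% = vehicle wells with protein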
# Target sequence (O75030 whole entry, looked up): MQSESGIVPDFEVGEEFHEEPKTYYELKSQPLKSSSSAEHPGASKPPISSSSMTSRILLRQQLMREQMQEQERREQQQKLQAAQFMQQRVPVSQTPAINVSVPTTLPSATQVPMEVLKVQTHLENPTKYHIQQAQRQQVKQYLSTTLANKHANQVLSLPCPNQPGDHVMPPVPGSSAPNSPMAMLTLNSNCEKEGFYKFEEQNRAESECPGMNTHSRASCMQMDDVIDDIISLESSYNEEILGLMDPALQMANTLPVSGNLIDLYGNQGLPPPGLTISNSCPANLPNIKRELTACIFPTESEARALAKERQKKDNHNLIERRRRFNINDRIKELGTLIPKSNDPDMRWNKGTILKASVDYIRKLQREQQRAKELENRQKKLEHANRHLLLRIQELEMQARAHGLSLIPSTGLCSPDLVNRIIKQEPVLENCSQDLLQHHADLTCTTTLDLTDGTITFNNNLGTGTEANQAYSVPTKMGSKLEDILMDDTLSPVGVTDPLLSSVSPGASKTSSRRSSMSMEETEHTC
# TEAD-YAP inh = TEAD-YAP interaction inhibition; HEK-TIYL cells, TEAD-Gal4/YAP UAS-luciferase luminescence; 1.4% of 640,000 active; inhibition, % at 9.12 µM; in the data active = inhibition above about 32%;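 note: 0% = median of test compound wells and 100% = reference inhibitor wells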
# FBW7 activator = activators of human E3 ligase FBW7 | Q969H0 | AlphaScreen FBW7–phospho-cyclin E peptide binding, activator screen | normalized activity (activation), % at 26.1 µM | 0.13% of 650,000 active | AID 1259310; in the data active = normalized activity above about 1.9%;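 note: purified mutant Fbw7 with reduced substrate affinity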
# GPR151 ag = human GPR151 activation. Q8TDV0. PathHunter beta-arrestin GPR151 cells, luminescence. activation, % at 11.2 µM. 1% of 650,000 active. AID 1508602; in the data active = activation above about 4.9%;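 note: 0% = median of compound wells and 100% = cells with positive control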
# Target sequence (Q8TDV0 whole entry, looked up): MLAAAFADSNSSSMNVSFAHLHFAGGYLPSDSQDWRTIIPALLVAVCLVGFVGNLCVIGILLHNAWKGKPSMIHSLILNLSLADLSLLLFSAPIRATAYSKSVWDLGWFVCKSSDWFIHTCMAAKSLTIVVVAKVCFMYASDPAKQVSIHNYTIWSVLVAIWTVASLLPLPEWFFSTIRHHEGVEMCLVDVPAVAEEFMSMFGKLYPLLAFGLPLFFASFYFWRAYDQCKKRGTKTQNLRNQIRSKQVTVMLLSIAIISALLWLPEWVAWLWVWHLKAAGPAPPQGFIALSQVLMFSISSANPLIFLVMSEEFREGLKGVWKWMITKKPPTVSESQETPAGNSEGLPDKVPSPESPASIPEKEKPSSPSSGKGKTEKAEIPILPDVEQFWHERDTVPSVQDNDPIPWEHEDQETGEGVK
# * hit, by the source's call.
compound	MITF inh	TEAD-YAP inh	FBW7 activator	GPR151 ag
COc1ccc(C2/C(=C(\O)c3ccc(Cl)cc3)C(=O)C(=O)N2c2nccs2)cc1 (stereo unspecified)	3	7	-0.3	0.3
Cc1ccc(S(=O)(=O)N(CC(O)CN(CC(C)C)CC(C)C)c2ccccc2)cc1 (stereo unspecified)	2	-8	-0.1	1.8
CCOC(=O)C(CC(C)C)N(Cc1ccccc1C)S(=O)(=O)c1ccc(Br)cc1 (stereo unspecified)	-6	-5	0.1	-2.0
CC(NC(=O)c1ncoc1-c1cccs1)c1ccncc1 (stereo unspecified)	-3	-8	-0.1	-0.5
Cc1ccc(NC(=O)c2sc(=S)n(-c3ccc(Cl)c(C)c3)c2N)cc1	-6	-10	0.0	0.5
Cc1ccc(OCCOCCOc2ccccc2/C=C2\SC(N)=NC2=O)cc1	6	-2	-0.1	-0.7
COc1ccccc1NC(=S)N/N=C/c1cc(OC)c(OC(C)=O)c(OC)c1	10	-2	0.3	1.4
COc1ccc(CCNC(=O)CCCCn2c(=O)[nH]c3ccccc3c2=O)cc1OC	9	14	0.4	-0.4
COc1ccc(CNC(=O)CCN2C(=O)C3C4C=CC(CC4)C3C2=O)cc1 (stereo unspecified)	-16	-5	0.1	-0.2
CCOC(=O)N1CCN(c2nc(C)nc3sc4c(c23)CCCC4)CC1	10	1	-0.2	-0.5
Cc1ccc(OCCC(=O)OCC(=O)N(c2ccccc2)C(C)C)cc1	5	20	0.4	-1.2
Nc1c2c(nc3ccccc13)CCCC2=O	-11	-8	-0.3	-0.1
CCN(CC)c1ccc(NC(=O)c2cn(CC)c3nc(C)ccc3c2=O)c(C)c1	23	10	-0.2	-1.0
O=S(=O)(Nc1cc(Cl)ccc1Cl)c1ccc(F)cc1	13	9	0.3	-0.6
Cc1ccc(-n2cc(C(=O)Nc3ccc(Oc4ccccc4)cc3)c3ccccc3c2=O)cc1C	-6	-2	-0.1	2.0

# (cont.)
compound	MITF inh	TEAD-YAP inh	FBW7 activator	GPR151 ag
O=C(O)CC1(CC(=O)N2CCN(c3ncccn3)CC2)CCCCC1	-8	-6	-0.1	1.8
CCOc1ccc(N2COc3ccc(Br)cc3C2)cc1	-8	-3	-0.1	0.0
CCCCCC(=O)Nc1cc(-c2nc3cc(C)cc(C)c3o2)ccc1C	11	-4	0.0	-0.9
CC(O)CNC(=O)/C(=C/c1ccc[nH]1)NC(=O)c1ccccc1 (stereo unspecified)	7	5	0.1	-0.4
COC(=O)c1ccc(-n2c(C)nc(=O)c(-c3ccccc3)c2C)cc1	-3	0	0.2	0.4
NC(=O)c1ccc(-c2cccc3c2OC(CNC(=O)c2cccc(-n4cccn4)c2)C3)cc1 (stereo unspecified)	5	9	0.6	-0.1
COc1ccc(C23CC4CC(CC(C4)C2)C3)cc1	2	6	0.7	-0.5
CCOCCCN1C(=O)C2C(C(=O)Nc3cccc(Cl)c3)C3C=CC2(O3)C1C(=O)NC1CCCC(C)C1C (stereo unspecified)	8	3	0.1	-0.4
CCOC(=O)c1ccc(-n2c(=S)sc3c(=O)n(Cc4ccc5c(c4)OCO5)c(SCC#N)nc32)cc1	-1	-15	-0.1	-1.3
CC(C)CC(=O)NC(=S)Nc1cc(S(=O)(=O)N2CCCC2)ccc1Cl	6	18	0.1	2.4
O=C(Nc1ccc2c(c1)OCO2)c1cc2nc(-c3cccs3)cc(C(F)(F)F)n2n1	-10	3	0.1	1.0
Cc1nc(N2CCCCC2)sc1/C=C1\C(=O)N(C)C(=S)N1C	-13	-2	-0.2	2.7
CCc1c(C)c2c(C)[nH]nc2oc1=O	-3	-4	-0.2	1.7
CC(=O)c1c(C)nc2ccccc2c1-c1ccc(Cl)cc1	11	-8	0.1	0.3
CSc1c(C)[nH]c2c(Cl)nccc12	-4	5	-0.1	2.4

# In the list so far, these have two or more sulfur atoms:
compound	MITF inh	TEAD-YAP inh	FBW7 activator	GPR151 ag
Cc1ccc(NC(=O)c2sc(=S)n(-c3ccc(Cl)c(C)c3)c2N)cc1	-6	-10	0.0	0.5
CCOC(=O)c1ccc(-n2c(=S)sc3c(=O)n(Cc4ccc5c(c4)OCO5)c(SCC#N)nc32)cc1	-1	-15	-0.1	-1.3
CC(C)CC(=O)NC(=S)Nc1cc(S(=O)(=O)N2CCCC2)ccc1Cl	6	18	0.1	2.4
Cc1nc(N2CCCCC2)sc1/C=C1\C(=O)N(C)C(=S)N1C	-13	-2	-0.2	2.7

# New compounds follow
compound	MITF inh	TEAD-YAP inh	FBW7 activator	GPR151 ag
CN(C)c1ccc(C2N(C(=O)c3ccccc3)CCN2C(=O)c2ccccc2)cc1	-5	-14	-0.1	-0.9
Cc1nc(N)sc1-c1csc(Nc2cccc(Cl)c2)n1	-6	-54	-0.3	-0.6
Cc1ccc(S(=O)(=O)NCCCC(=O)N2CCOCC2)cc1	4	10	0.1	0.8
Cc1sc2ncnc(N3CCN(C)CC3)c2c1-c1ccccc1	34	-9	-0.2	0.7
Cc1ccc(C(=O)COC(=O)c2ccc(Oc3c(Cl)cccc3[N+](=O)[O-])cc2)cc1C	1	0	-0.1	-0.2
Cc1nc(N2CCC(C)CC2)c2c(C)c(C(=O)N3CCCc4ccccc43)sc2n1	-6	1	-0.2	-0.4
Cc1ccccc1NC(=O)C(=O)NNC(=O)c1ccc(Cl)cc1	-3	-5	0.1	-0.9
O=C(/C=N/O)NCCCNCCCN(Cc1ccccc1)Cc1ccccc1	5	-5	0.1	0.6
COc1ccc(C(=O)Nc2ccc(-c3nc4cc(Cl)ccc4o3)c(O)c2)cc1OC	13	-11	1.5	-0.6
O=C(Nc1nonc1-c1nc2ccccc2n1Cc1ccccc1)c1ccc(F)cc1	-2	-8	0.4	-1.7
CN(CC(=O)N1CCc2ccccc2C1)S(=O)(=O)c1cc(Cl)ccc1Cl	2	3	0.1	0.3
O=C(c1ncoc1-c1ccc(F)cc1)N1CCN2CCCC2C1 (stereo unspecified)	15	3	0.4	-0.9
O=C(Cc1ccsc1)N1CCC(c2nc3sc4c(c3c(=O)[nH]2)CCCC4)CC1	-10	-4	-0.1	-0.1
CCCCCCc1cc2c3c(c(=O)oc2cc1OCc1ccc(C(=O)OC)cc1)CCC3	8	-1	0.1	-0.7
CN(CC(=O)Nc1ccccc1F)S(=O)(=O)c1ccccc1	-2	-1	0.3	-0.8

# (cont.)
compound	MITF inh	TEAD-YAP inh	FBW7 activator	GPR151 ag
O=C1N/C(=N\N=C/c2ccc([N+](=O)[O-])cc2)SC1Cc1ccccc1[N+](=O)[O-] (stereo unspecified)	10	8	0.1	1.3
COc1ccccc1C(=O)N/C(=C\c1ccccc1)C(=O)NC(Cc1ccccc1)C(=O)O (stereo unspecified)	-7	-7	0.0	0.3
CCCOc1ccc(/C=N/Nc2nc(C)cc(=O)[nH]2)c(OCCC)c1	-1	-5	-0.3	-0.6
O=C(Nc1ccc(-c2nc3cc(Cl)ccc3o2)cc1)c1cccnc1	-4	-81	-0.1	1.9
CC(C)N(C(=O)COn1nnc2ccc(S(=O)(=O)N(C)C)cc21)C(C)C	6	-4	0.0	-0.3
Brc1cc2c(cc1Br)OCCOc1cc(Br)c(Br)cc1OCCOCCO2	-4	0	0.0	1.3
COc1ccc(NC(=O)c2ccc(F)c(F)c2)cc1N1CCCCC1=O	-4	0	-0.1	-0.1
COc1ccc(CCNC2CCN(c3ccc(CC(=O)N4CCCC4)cc3)CC2)cc1	19	3	-0.2	0.1
CCOC(=O)C1=CN(Cc2ccc(OC)c(OC)c2)C=C(C(=O)OCC)C1c1cc(OC)c(OC)c(OC)c1	-9	-11	0.4	0.1
Cc1ccc(Cl)cc1N1CCN(C(=O)Cn2ccc3ccccc3c2=O)CC1	-8	0	0.0	1.5
O=C(NCCc1ccc(F)cc1)c1ccccc1Br	11	-70	0.2	0.3
O=C(CSc1nc2ccccc2c(=O)n1CC1COc2ccccc2O1)N1CCCC1 (stereo unspecified)	11	-3	-0.1	-0.5
COc1cccc(NC(=O)CSc2nc3cc4c(cc3c(=O)n2Cc2ccc(C(=O)N3CCN(c5ccccc5)CC3)cc2)OCO4)c1	-1	-14	0.1	0.1
CCc1ccc(-c2csc(NC(=O)CSCC(=O)N3CCCC3)n2)cc1	8	-21	-0.1	1.8
O=S(=O)(NCC(c1cccnc1)N1CCOCC1)c1ccccc1 (stereo unspecified)	-14	-1	-0.1	-1.5

# Next section
compound	MITF inh	TEAD-YAP inh	FBW7 activator	GPR151 ag
COC(=O)c1ccc(C2c3c(n[nH]c3C)C(=O)N2c2ccc(Br)cc2)cc1 (stereo unspecified)	6	2	0.1	-0.5
CCN(CC)S(=O)(=O)N1CCC(C(=O)N2CCOCC2)CC1	4	1	0.0	0.9
O=S(=O)(NC(=S)c1ccccc1)c1ccccc1	3	12	0.2	2.3
CCC1CN(CCC(=O)NCc2ccc3c(c2)OCO3)Cc2cc(OC)ccc2O1 (stereo unspecified)	-17	5	-0.1	0.1
Cc1ccc(-c2csc(C3=C(O)CN(CC(O)c4ccccc4)C3=N)n2)cc1 (stereo unspecified)	3	11	0.0	0.0
CCCCOc1ccc(Cc2c(COCC)[nH]c(=O)[nH]c2=O)cc1	-2	-12	-0.1	-0.8
NC(=O)CCC1NC(=S)N(Cc2ccccc2)C1=O (stereo unspecified)	1	4	0.0	1.0
O=C1N[C@@H](Cc2cnc[nH]2)C(=O)N2CCN(CC3CCCCC3)C[C@H]12	9	-14	-0.2	1.9
Cc1nc2ccccc2n1CCc1noc(C2CC2)n1	3	-6	-0.1	-0.5
CC(C)=NNC(=O)CNc1c(Br)cc(Br)cc1Br	-5	-11	0.1	-1.6
Cc1cccc(NC(=O)CSc2nncn2C)c1	11	-6	0.0	-0.6
Cc1ccc(S(=O)(=O)NCCc2cn3ccc(C)cc3n2)cc1	4	-15	0.1	0.3
CCOC(=O)c1sc2nc(SCC(=O)Nc3ccc(N(C)C)cc3)n(Cc3cccc(Cl)c3)c(=O)c2c1C	-3	-5	0.0	-0.6
N#CSc1ccc(NC(=O)c2ccccc2F)c(Cl)c1	0	-35	-0.1	-0.8
COC(=O)c1ccc(N2CCC(C)CC2)c(N)c1	5	-63	-0.1	-0.7

# (continued)
compound	MITF inh	TEAD-YAP inh	FBW7 activator	GPR151 ag
Cc1ccc(NC(=O)c2ccc(N(CCO)CCO)c([N+](=O)[O-])c2)cc1	14	-23	0.0	-0.3
CC1=NN(c2ccc(Br)cc2)C(=O)/C1=C\c1ccc(-c2cc([N+](=O)[O-])ccc2Cl)o1	10	0	0.2	-0.8
Cc1ccc(NC(=O)c2cc(S(=O)(=O)NC3CCCC3)ccc2F)cc1C	-6	1	0.1	-0.9
COc1ccccc1N(CC(=O)NC(C)(C)C)C(=O)Cn1nnc(-c2ccc(C)o2)n1	18	-2	0.1	1.4
COc1ccc(-c2ccc(=O)n(CC(=O)Nc3ccc(Br)cc3F)n2)cc1	0	2	0.0	0.5
CC(C)C(=O)Nc1nnc(SCC(=O)c2ccc(Br)cc2)s1	-8	-9	-0.3	1.8
COc1ccc(-c2nc(CC(N)=O)no2)cc1	-2	-6	-0.1	-1.3
O=C(C1CCN(Cc2nc3ccccc3[nH]2)CC1)N1CCN(c2ccc(F)cc2)CC1	58*	15	-0.2	-1.1
Cc1ccc(S(=O)(=O)N2CCCCCC2)cc1	1	4	0.0	-0.3
CCOc1cc(/C=C2/C(=N)N3N=C(CC(C)C)SC3=NC2=O)ccc1OCCOc1ccc(Cl)c(C)c1	-31	10	-0.1	0.5
Cc1cc(OCC(=O)Nc2cccc(C(F)(F)F)c2)ccc1Br	-14	-5	-0.2	-0.3
COc1cc(Nc2nccn3c(-c4ccc(Cl)cc4)cnc23)cc(OC)c1OC	15	17	0.5	-0.6
O=C1C2C3C=CC(C3)C2C(=O)N1c1ccc(-c2nc3ccc(N4C(=O)C5C6C=CC(C6)C5C4=O)cc3[nH]2)cc1 (stereo unspecified)	8	-50	0.2	-1.4
CC(C)(C)OC(=O)N=Nc1c(O)n(CC(=O)O)c2ccccc12	3	-20	0.1	-0.2
CSc1ccc(Cl)c(C(=O)Nc2cc(S(N)(=O)=O)ccc2C)c1	-15	-4	0.0	-0.3

# Additional records:
compound	MITF inh	TEAD-YAP inh	FBW7 activator	GPR151 ag
Cc1cccc2sc(NC(=O)c3sc4ncn(CC(=O)N5CCOCC5)c(=O)c4c3C)nc12	16	-1	0.3	-1.4
CCN(c1ccccc1)c1nc2ccc(Cl)cc2n2cnnc12	-1	-8	0.2	0.5
CC1CN(C(=O)c2cccc([N+](=O)[O-])c2)CC(C)O1 (stereo unspecified)	-3	5	-0.1	0.1
Cc1cc(N/N=C/c2cccc([N+](=O)[O-])c2)nc(-c2ccccc2)n1	-8	-1	0.1	5.0*
CCOC(=O)C1=C(CSc2ccc(C)cc2)NC(=O)NC1c1cccc([N+](=O)[O-])c1 (stereo unspecified)	-4	-5	0.1	-0.1
CCc1ccc(CN2CCN(Cc3cccc4ccccc34)CC2)cc1	47	-22	-0.1	4.0
O=[N+]([O-])c1ccc(Cl)c(NC(=S)N2CCCC(O)C2)c1 (stereo unspecified)	9	-19	0.4	2.6
NC(=O)c1ccccc1NC(=O)NCc1noc2ccccc12	-2	-1	0.1	0.0
O=[N+]([O-])c1ccc(N2CCOCC2)c(/C=N/n2cnnc2)c1	12	3	0.2	0.0
C=CCN(CC=C)Cc1nc(NCc2cccs2)c2ccccc2n1	1	7	-0.3	-1.5

# Taken from above:
# CC1CN(C(=O)c2cccc([N+](=O)[O-])c2)CC(C)O1 (stereo unspecified) | MITF inh = -3
# CCN(c1ccccc1)c1nc2ccc(Cl)cc2n2cnnc12 | GPR151 ag = 0.5
# O=[N+]([O-])c1ccc(N2CCOCC2)c(/C=N/n2cnnc2)c1 | TEAD-YAP inh = 3

# Screens (PubChem)
